# Screens: PubChem BioAssay, National Center for Advancing Translational Sciences (NCATS)
# RECQ1 helicase: qHTS Assay for Inhibitors of RecQ-Like Dna Helicase 1 (RECQ1) | RECQ1 DNA unwinding, red fluorescence kinetic read | 0.54% of 240,000 active | ATP-dependent DNA helicase Q1 (Homo sapiens), P46063 | Potency, µM (doses to about 57.3 µM), for the others: top-dose activity, negative = inhibition, usual class: inhibitors;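 also: plate controls were vehicle for no effect and no enzyme for full effect; nearly all actives have a fitted effect of over 30% in size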
# Target sequence (P46063 whole entry, looked up): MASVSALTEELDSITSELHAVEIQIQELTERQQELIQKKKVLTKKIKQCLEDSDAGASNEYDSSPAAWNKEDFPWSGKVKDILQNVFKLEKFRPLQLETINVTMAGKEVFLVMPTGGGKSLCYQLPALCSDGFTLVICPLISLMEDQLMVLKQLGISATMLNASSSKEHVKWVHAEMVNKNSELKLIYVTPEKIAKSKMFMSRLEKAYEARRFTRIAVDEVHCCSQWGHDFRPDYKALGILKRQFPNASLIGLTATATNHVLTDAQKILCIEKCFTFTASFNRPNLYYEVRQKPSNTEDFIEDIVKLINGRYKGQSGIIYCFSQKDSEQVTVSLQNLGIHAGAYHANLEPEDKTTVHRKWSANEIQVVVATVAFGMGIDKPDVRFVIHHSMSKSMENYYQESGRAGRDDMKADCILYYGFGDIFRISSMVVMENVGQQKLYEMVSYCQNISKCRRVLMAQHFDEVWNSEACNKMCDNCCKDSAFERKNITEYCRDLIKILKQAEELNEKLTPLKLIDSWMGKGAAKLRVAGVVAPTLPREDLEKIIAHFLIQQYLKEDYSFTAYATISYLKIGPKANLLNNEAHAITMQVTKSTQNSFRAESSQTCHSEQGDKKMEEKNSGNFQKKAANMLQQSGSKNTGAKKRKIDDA
#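 50 nM RECQ1T1 preincubated 15 min with compound in Tris pH 8.0 buffer with MgCl2, DTT, Tween-20 and 2.5 ug/ml poly(dI-dC); started with 200 nM TAMRA/BHQ-2 forked duplex and 2 mM ATP. Unwinding read as fluorescence (525/598 nm), two reads 2 h apart.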
# JMJD2E inh: qHTS Assay for Inhibitors of Human Jumonji Domain Containing 2E (JMJD2E). Lysine-specific demethylase 4E (Homo sapiens), B2RXH2. JMJD2E catalytic domain, FDH-coupled NADH fluorescence (FDH is formaldehyde dehydrogenase). AID 2147, 2009. Potency, µM (titrated, usually from 57.1 µM), for inactives: at the highest dose activity change, negative = inhibition, hits mostly inhibitors. 1.6% of 230,000 active; active = well fitted inhibition curve with a large enough effect, not every such curve was filed as active; inconclusive = small, poorly fitted or top-dose-only effect, or another doubt; inactive = no such curve, though single readings can be large or run the other way;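 also: 0% = wells with enzyme and -100% = buffer wells without enzyme; nearly all actives have a fitted effect of over 50% in size; many of its hits are not listed in these tables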
# Epigenetic derep: Quantitative High-Throughput Screen for Regulators of Epigenetic Control; Potency, µM (highest dose often 53.9 µM), inactives show top-dose GFP activation, usual class: activators; 0.2% of 280,000 active; murine LDR cells, GFP reporter derepression, 30 h; also: % of control where 0% means no effect; nearly all actives have a fitted effect of over 60% in size
#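 Readout is the number of GFP-expressing murine LDR cells, counted by cytometry following washing. Cells were treated with compound for 30 h at 37 C; the stably integrated CMV-GFP locus is normally silent.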
# KinaseGlo FLuc: Counterscreen for Luciferase (Kinase-Glo TM) Inhibition; Luciferin 4-monooxygenase (Photuris pensylvanica), Q27757; Kinase-Glo luciferase, ATP luminescence, 8 min; Potency, µM (top dose mostly 38.3 µM), without a hit: top-dose activity change, negative = inhibition, most hits filed as inhibitors; 0.28% of 200,000 active; AID 1379, 2008; also: % is scaled to controls: 0 for no effect and ±100 for the full control effect; nearly all actives have a fitted effect of over 60% in size
#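 Compound is pinned into ATP-containing buffer (10 uM ATP, imidazole pH 7.2, 7 mM MgCl2). Kinase-Glo luciferase reagent is then added. Light output is recorded following an 8-min room-temperature incubation.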
# IMPase Li inh: qHTS Assay for Identifying the Cell-Membrane Permeable IMPase Inhibitors: Potentiation with Lithium | CHO-M1 cells, IP1 TR-FRET (IP-One), carbachol + lithium | Potency, µM (series often up to 59.4 µM), for the others: top-dose activity, negative = IMPase inhibition, actives largely listed as inhibitors | 0.35% of 210,000 active | AID 1457, 2008;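 also: IP1 builds up when IMPase is blocked and the TR-FRET signal falls; plate controls were basal vehicle for no effect and high inhibitor control for full effect; nearly all actives have a fitted effect of over 50% in size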
#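 Concentration–response in CHO-M1 cells, lithium-potentiated; 30 min at 37C. IP1 detected by competitive TR-FRET after 10 min lysis at RT. Hill-fitted AC50.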
# SMN2 splice up: qHTS Assay for Enhancers of SMN2 Splice Variant Expression; 2.8% of 210,000 active; AID 1458, 2008; HEK293 SMN2-luciferase splicing reporter, luminescence, 30-36 h; Potency, µM (highest dose often 46.1 µM), without a hit: at the top dose activity change, positive = activation, usual class: activators; also: % of control where 0% means no effect; nearly all actives have a fitted effect of over 55% in size
#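 HEK293 cells carry an SMN2 […]–luciferase reporter in which exon 7 inclusion puts luciferase in frame. Cells were plated 10-12 h before compound addition, then incubated 30-36 h at 37C. ONE-Glo luminescence was read; sodium butyrate at 4.5 mM final served as control.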
# GoLoco inh red: qHTS Assay for Inhibitors of RGS12 GoLoco Motif Activity (Red Fluorophore). Potency, µM (highest dose often 61.6 µM), inactives show at the top dose activity, negative = inhibition, most hits filed as inhibitors. AID 880, 2007. 0.44% of 230,000 active. Gai1:RGS12 GoLoco peptide FP, rhodamine, 10 min; active = well fitted inhibition curve with a large enough effect, not every such curve was filed as active; inactive = no such curve, though single readings can be large or run the other way; also: % is scaled to controls: 0 for no effect and ±100 for the full control effect; nearly all actives have a fitted effect of over 30% in size; many of its hits are not listed in these tables
# NPSR antagonist: qHTS Assay for Antagonists of the Neuropeptide S Receptor: cAMP Signal Transduction | Potency, µM (top dose mostly 38.3 µM), for the others: at the top dose activity change, negative = inhibition, actives largely listed as inhibitors | Q6W5P4 | AID 1461, 2008 | CHO-NPSR cells, cAMP TR-FRET, antagonist mode | 1% of 220,000 active; also: % is scaled to controls: 0 for no effect and ±100 for the full control effect; nearly all actives have a fitted effect of over 50% in size; many of its hits are not listed in these tables
# Target sequence (Q6W5P4 whole entry, looked up): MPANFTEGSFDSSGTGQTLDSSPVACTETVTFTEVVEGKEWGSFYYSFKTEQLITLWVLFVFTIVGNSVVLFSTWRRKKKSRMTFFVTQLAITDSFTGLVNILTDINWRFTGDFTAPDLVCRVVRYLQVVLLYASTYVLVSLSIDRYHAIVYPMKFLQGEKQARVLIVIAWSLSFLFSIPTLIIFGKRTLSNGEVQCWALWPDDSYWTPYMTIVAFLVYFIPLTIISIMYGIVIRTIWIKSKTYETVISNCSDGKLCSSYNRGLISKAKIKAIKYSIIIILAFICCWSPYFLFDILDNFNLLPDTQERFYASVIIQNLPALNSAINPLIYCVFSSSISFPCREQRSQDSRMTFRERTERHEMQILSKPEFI
# Active calls of the source: *; i = inactive; ? = inconclusive; . = not tested or not shown; & = joins results of further samples; [ ] = remark or other dose. Unless noted, calls follow the shape of the dose curve; as a rule, active = well fitted curve in the direction sought with a large enough effect; inconclusive = small, poorly fitted or top-dose-only effect, or another doubt; inactive = no such curve, though single readings can be large; an effect the other way counts as inactive or inconclusive. Potency is read from the fitted curve at half-maximal effect.
SMILES,RECQ1 helicase,JMJD2E inh,Epigenetic derep,KinaseGlo FLuc,IMPase Li inh,SMN2 splice up,GoLoco inh red,NPSR antagonist
CC(C)CC(=O)N1CCN(C(=O)CCC2CCCC2)CC1,-3%,8%,0.3%,-6%,1%[38.3 µM],-16%,-8%,-15%[46.1 µM]
CC(=O)Cc1cc2cc([N+](=O)[O-])ccc2oc1=O,-2%,-8%,-0.1%,.,.,.,7%,25%
C=CCNc1cnn(-c2ccccc2)c(=O)c1Cl,i,4%,-5.0%,-3%,-1%,15%,1%,6%
CCn1c(Cc2cccs2)nnc1SCC(=O)Nc1ccc(OC)c(OC)c1,-3%,5%,0.7%,-1%,8%[38.3 µM],-4%,-9%,-2%[46.1 µM]
CC1(C)CCCN(C(=O)c2coc(=O)c(Br)c2)C1,11µM*,?,?,-1%,-5%[38.3 µM],15%,34%[activator],-3%[46.1 µM]
COc1ccccc1NS(=O)(=O)c1cc(NC(=O)c2ccncc2)ccc1N1CCCC1,i,-17%,-1.4%,-3%,18%,21%,-6%,-51%
CC1CN(S(=O)(=O)c2cccc(C(=O)OCC(=O)Nc3ccc4c(c3)OCO4)c2)CC(C)O1 (stereo unspecified),-14%,-1%,-1.2%,0%,-5%[38.3 µM],-36%[inhibitor],-29%,-19%[46.1 µM]
COc1ccc(CCNC(=O)c2nnn(CC(=O)Nc3ccccc3)c2N)cc1OC,i,4%,-0.9%,0%,-5%[38.3 µM],5%,-9%,3%[46.1 µM]
COc1ccc(C2(CN(C(C)=O)C(C)=O)CCCC2)cc1OC,-7%,4%,-1.5%,-4%,16%[38.3 µM],3%,-21%,-5%[46.1 µM]
COc1ccc(-c2cn3cccnc3n2)cc1F,0%,?,0.0%,-8%,-10%,16µM*,16%,-6%
COc1cc(NC(=O)COc2ccccc2Cl)ccc1NC(=O)C(C)C,i,1%,2.4%,-2%,9%,18%,16%,2%
Cc1c(N=Cc2cc(Br)cc(Br)c2O)cccc1C(=O)O,-6%,9%,1.1%,-17%,?,-36%[inhibitor],47%[activator],-41%
C/C(CCc1oc2ccccc2c1-c1ccc(C)o1)=N/O,7%,?,2.6%,-2%,16%[38.3 µM],-16%,-21%,-11%[46.1 µM]
CN1CCCN(S(=O)(=O)c2cccc(Cl)c2Cl)CC1,2%,16%,-1.5%,0%,10%,13%,7%,8%
C=CCSc1nnc(NC(=O)c2cn(CC)c3nc(C)ccc3c2=O)s1,i,-6%,10%,-3%,?,-4%,76%[activator],-24%
COc1cc(C)c(Cl)cc1S(=O)(=O)N(C)C,-10%,-7%,-1.1%,3%,25%[38.3 µM],19%,3%,-8%[46.1 µM]
COc1cc(-c2cc(C(=O)Nc3ccc(S(=O)(=O)NCc4ccco4)cc3)c3ccccc3n2)cc(OC)c1OC,5%,1%,1.0%,1%,-9%,.,10%,22%
CCC(CC)C(=O)NCc1ccc(OC)cc1,i,5%,-0.4%,2%,-1%,3%,-18%,23%
COCCCn1c(SCC(=O)OC2CCCCC2)nnc1-c1ccco1,i,-3%,-4.3%,-3%,6%[38.3 µM],-2%,-4%,-3%[46.1 µM]
CCC(=O)Nc1ccc(C(=O)n2ccc(C)n2)cc1,-6%,-3%,0.0%,-3%,0%[38.3 µM],-21%,-1%,-9%[46.1 µM]
COc1cc(NS(=O)(=O)c2ccc(NC(=S)NC(=O)C3CCCC3)cc2)nc(OC)n1,i,4%,-0.9%,-3%,23%[38.3 µM],18%,-8%,-23%[46.1 µM]
O=C(OCn1ncc(Cl)c(Cl)c1=O)c1ccc(C(F)(F)F)cc1,-4%,13%,2.0%,-1%,-3%[38.3 µM],20%,3%,-18%[46.1 µM]
CC1CC(C)(C)NC(=S)N1CCC(=O)NCc1ccc(F)cc1 (stereo unspecified),-2%,0%,3.0%,2%,21%,16%,-7%,19%
COC(=O)c1[nH]c(C)c(/C(O)=C2\C(=O)C(=O)N(CCN(C)C)C2c2cc(OC)ccc2OC)c1C (stereo unspecified),-1%,?,2.6%,-5%,-21%[38.3 µM],-2%,0%,6%[46.1 µM]
Cn1cccc1/C=N/NC(=O)c1ccco1,-10%,-7%,-1.0%,?,-10%,22%,-3%,-1%

# Going on with the list:
SMILES,RECQ1 helicase,JMJD2E inh,Epigenetic derep,KinaseGlo FLuc,IMPase Li inh,SMN2 splice up,GoLoco inh red,NPSR antagonist
NCCNCC1CCNCC1,.,.,.,-5%[7.66 µM],-2%,-6%[9.22 µM],7%[14.2 µM],.
CC(C)NS(=O)(=O)c1ccc(NC(=O)C2CCCCC2)cc1,-4%,0%,-3.1%,22%,14%[38.3 µM],-20%,3%,-6%[46.1 µM]
CCCc1cc(Nc2cccc(OC)c2)n2ncnc2n1,-3%,8%,1.5%,6%,-10%[38.3 µM],19%,0%,-6%[46.1 µM]
Cc1ccccc1CN1C(=O)C(C)S/C1=N/N=C/c1ccco1 (stereo unspecified),-13%,5%,2.0%,.,.,.,2%,-7%
O=C(CN(Cc1ccccc1)S(=O)(=O)c1ccccc1)NC1CC1,i,-3%,-2.0%,1%,4%,-2%,8%,4%[46.1 µM]
COc1ccc(S(=O)(=O)N2CCC(C(=O)N3CCOCC3)CC2)cc1Cl,12%,13%,1.1%,1%,5%,.,4%,-5%
COc1cc(/C=N/Nc2nc3ccccc3s2)ccc1O,-16%,?,2.0%,.,.,.,8%,24%
COc1cc(-c2cc3nc4ccccc4n3c(N)c2C#N)cc(OC)c1OC,-20%,?,-1.2%,.,.,.,14%,-5%
Cc1nn(C(=O)N2CCOCC2)c(C)c1C,0%,-2%,3.1%,1%,-7%,17%,-6%,7%[46.1 µM]
COc1nc(-c2ccccc2)nc(C)c1CC(=O)O,-7%,18%,-7.5%,1%,-2%,.,-4%,12%
N#Cc1ccccc1Cn1c(-c2cscn2)nc2ccccc21,i,-3%,1.9%,-6%,19%[38.3 µM],-14%,10%,-16%[46.1 µM]
COc1cc(CNCCO)ccc1OCC(=O)Nc1ccc(Br)cc1,-1%,1%,1.3%,6%,2%[38.3 µM],25%,-5%,22%[46.1 µM]
COc1cc(N2CCCC2)c(OC)cc1/C=C(/C#N)c1ccc(Br)cc1,-27%,-10%,3.2µM*,-3%,34%[activator][38.3 µM],-21%,56%[activator],?
Cc1cc(NC(=O)c2ccc(C)c([N+](=O)[O-])c2)no1,-1%,5%,-0.4%,.,-4%,.,-8%,7%
COc1ccc(-c2nn(-c3ccccc3)cc2/C=C/C(=O)OCC(=O)Nc2ccccc2C#N)cc1,19%,1%,1.1%,0%,-7%,-1%,89%[activator],-8%
O=S(=O)(N/N=C/c1ccccc1F)c1ccccc1,i,20%,0.0%,0%,-4%,12%,4%,-6%
CC(C)Cn1c(Br)nc2c1c(=O)n(CCC#N)c(=O)n2C,-1%,0%,0.5%,3%,10%[38.3 µM],-37%[inhibitor],-2%,-18%[7.67 µM]
COc1cc(N=Cc2c(O)[nH]c3ccccc23)cc(OC)c1OC,-15%,-6%,-0.9%,1%,11%,?,-9%,-19%[46.1 µM]
CCN(CC)S(=O)(=O)c1cccc(NC2=NCCCCC2)c1,-2%,5%,0.0%,.,.,.,4%,-47%
CS(=O)(=O)N1CCC[C@@]2(CCN(Cc3ccc(C#N)cc3)C2)C1,-6%,.,.,-2%,5%,-12%,8%,.
CC(O)CNCCNCc1c(OCc2ccccc2)ccc2ccccc12 (stereo unspecified),5%,11%,0.0%,-3%,51%[activator][38.3 µM],-84%[inhibitor],8%,7%[46.1 µM]
COc1ccc(NC(=O)C(Br)C(C)C)cc1 (stereo unspecified),i,2%,-1.2%,-1%,3%,6%,4%,14%
O=C(O)CSc1c2c(nc3cc(C(=O)N4CCOCC4)ccc13)CCCC2,-4%,?,-0.9%,-4%,-4%[38.3 µM],20%,5%,0%[46.1 µM]
CN(Cc1ccco1)c1ncnc2ccc(-c3ccc4c(c3)OCO4)cc12,-19%,?,0.1%,-3%,17%,-28%,2%,.
CCOC(=O)c1sc(N(Cc2ccccc2)C(=O)CN2C(=O)CN(C)C2=O)nc1C,-18%,-1%,-1.4%,-4%,6%[38.3 µM],4%,7%,-16%[46.1 µM]

# (cont.)
SMILES,RECQ1 helicase,JMJD2E inh,Epigenetic derep,KinaseGlo FLuc,IMPase Li inh,SMN2 splice up,GoLoco inh red,NPSR antagonist
COc1ccc(-c2nn(-c3ccccc3)cc2C(=O)NC(=S)Nc2cc(Cl)ccc2Cl)cc1,i,-2%,1.1%,.,.,.,-1%,-18%
COc1ccc(NC(=O)COC(=O)c2cccc(S(=O)(=O)N(C)C)c2)cc1,-11%,14%,-0.2%,3%,4%,-8%,6%,9%
Cc1ccc(NC(=O)C(C)C(=O)Nc2ccc(C)cc2)cc1,-6%,-3%,-2.4%,3%,0%,-14%,6%,0%
C/C=C1\C(=O)CC2C3CCC4=CC(=O)CC[C@]4(C)C3CC[C@]12C (stereo partly specified),-15%&-2%,3%,-1.2%&0.9%,0%,19%&2%,-32%[inhibitor],10%&9%,?
COc1cccc(NC2c3ccccc3C(=O)N2Cc2ccccc2Cl)c1 (stereo unspecified),-13%,-5%,0.7%,.,.,.,15%,-56%
COc1cccc(CNC(=O)CCCCCn2c(=S)[nH]c3ccc(N4CCOCC4)cc3c2=O)c1,4%,5%,-1.1%,0%,-30%,-4%,-5%,-5%
C=CCn1c(SCc2cc(=O)n3ccsc3n2)nc2cc(Cl)ccc2c1=O,-1%,?,-5.7%,-2%,14%,-14%,5%,-46%
N#CC(=C1SC=CS1)c1nc(-c2ccccc2)cs1,-5%,-1%,3.4%,-4%,3%[38.3 µM],11µM*,96%[activator],?

# An excerpt; count on the stated rates, not on these rows.
